Fam108B counter: mouse Fam108B serine hydrolase inhibitors, primary screen, counter-screen for RBBP9 inhibitor project, biochemical, fluorescence polarization; recombinant Fam108B, FP-Rh probe fluorescence polarization; inhibition, % at 9.51 µM; 300,000 compounds, 0.33% hits; AID 1947, 2009;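 active means inhibition above the screen mean inhibition plus 3 SD, computed separately per campaign, cut at about 18% in these data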;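 further: inhibitors lower polarization as less probe binds the enzyme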
PAFAH1B3 inh: PAFAH1B3 enzyme inhibitors, primary screen, biochemical, fluorescence polarization, human; Platelet-activating factor acetylhydrolase IB subunit alpha1 (Homo sapiens), Q15102; recombinant PAFAH1B3, FP-rhodamine probe; inhibition, % at 3.39 µM; 340,000 compounds, 0.28% hits; AID 492972, 2010;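 active means inhibition above the screen-wide average of all tested compounds plus 3 SD, cut at about 25% in these data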;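 further: 0% = enzyme with DMSO only and 100% = wells lacking PAFAH1B3 protein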
PAFAH2 FP inh: PAFAH2 enzyme inhibitors, primary screen, biochemical, fluorescence polarization, human | Platelet-activating factor acetylhydrolase 2, cytoplasmic (Homo sapiens), Q99487 | recombinant PAFAH2, FP-rhodamine activity probe | inhibition, % at 3.39 µM | 340,000 compounds, 0.99% hits;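 active means inhibition above the mean over all tested compounds plus 3 SD, cut at about 30% in these data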;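 further: inhibitors block probe labeling of enzyme so polarization drops; 0% = enzyme with DMSO and 100% = wells lacking PAFAH2 protein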
LYPLA1 counter: LYPLA1 inhibitors, primary screen, counter-screen for PME1 inhibitor project, biochemical, fluorescence polarization, FP-Rh probe ABPP | AID 2174, 2009 | Acyl-protein thioesterase 1 (Homo sapiens), O75608 | recombinant LYPLA1 | inhibition, % at 5.9 µM | 320,000 compounds, 0.16% hits;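 active means inhibition above the mean of all tested compounds plus 3 SD, set per campaign, cut at about 14% in these data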;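 further: inhibitors block serine hydrolase probe labeling of LYPLA1 so polarization falls; 0% = enzyme with DMSO and 100% = wells lacking LYPLA1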
PAD4 FP inh: human PAD4 inhibitors, primary screen, biochemical, fluorescence polarization, 1536-well format | inhibition, % at 6.36 µM | Protein-arginine deiminase type-4 (Homo sapiens), Q9UM07 | 330,000 compounds, 0.41% hits | recombinant PAD4, RCA probe fluorescence polarization;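 active means percent inhibition above a cutoff equal to the mean of all tested compounds plus 3 SD, cut at about 15% in these data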;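 further: 0% = PAD4 with RCA probe and DMSO and 100% = probe without PAD4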
Target sequence (Q9UM07 whole entry, looked up): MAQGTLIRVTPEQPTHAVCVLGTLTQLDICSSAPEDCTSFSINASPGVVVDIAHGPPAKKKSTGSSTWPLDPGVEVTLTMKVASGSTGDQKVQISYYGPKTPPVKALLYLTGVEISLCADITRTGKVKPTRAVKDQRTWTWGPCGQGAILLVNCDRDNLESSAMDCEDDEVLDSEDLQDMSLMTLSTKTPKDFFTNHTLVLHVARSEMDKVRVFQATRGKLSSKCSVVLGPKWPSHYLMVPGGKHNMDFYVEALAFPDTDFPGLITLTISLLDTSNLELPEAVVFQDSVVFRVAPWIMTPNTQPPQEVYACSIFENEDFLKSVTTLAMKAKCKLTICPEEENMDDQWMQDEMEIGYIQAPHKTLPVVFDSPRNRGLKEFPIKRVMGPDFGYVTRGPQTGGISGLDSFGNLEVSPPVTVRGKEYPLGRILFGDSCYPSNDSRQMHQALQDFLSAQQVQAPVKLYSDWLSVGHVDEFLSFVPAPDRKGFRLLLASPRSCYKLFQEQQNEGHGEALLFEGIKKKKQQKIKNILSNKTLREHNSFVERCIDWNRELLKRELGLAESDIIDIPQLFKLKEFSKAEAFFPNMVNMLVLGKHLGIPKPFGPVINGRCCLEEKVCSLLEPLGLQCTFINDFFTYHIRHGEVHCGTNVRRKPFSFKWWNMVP
GSTO1 counter: inhibitors of recombinant GSTO1, primary screen, counter-screen for RBBP9 inhibitor project, biochemical, fluorescence polarization; activity-based probe fluorescence polarization; Glutathione S-transferase omega-1 (Homo sapiens), P78417; inhibition, % at 5.96 µM; 300,000 compounds, 1.1% hits;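 active means inhibition above the campaign mean inhibition plus 3 SD, cut at about 35% in these data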;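 further: 0% = GSTO1-1 with DMSO and 100% = wells lacking GSTO1-1 enzyme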
Target sequence (P78417 whole entry, looked up): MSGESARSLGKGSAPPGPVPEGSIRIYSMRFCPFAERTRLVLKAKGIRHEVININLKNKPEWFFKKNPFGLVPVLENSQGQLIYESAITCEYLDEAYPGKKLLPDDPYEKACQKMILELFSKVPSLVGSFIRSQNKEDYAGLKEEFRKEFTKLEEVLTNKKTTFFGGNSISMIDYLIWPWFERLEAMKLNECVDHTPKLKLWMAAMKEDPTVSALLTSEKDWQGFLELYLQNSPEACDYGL
PAFAH1B2 inh: PAFAH1B2 enzyme inhibitors, primary screen, biochemical, fluorescence polarization, human. Platelet-activating factor acetylhydrolase IB subunit alpha2 (Homo sapiens), P68402. recombinant PAFAH1B2, FP-rhodamine activity probe. inhibition, % at 3.39 µM. 340,000 compounds, 1.2% hits. AID 492953, 2010;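 active means inhibition above the mean of all tested compounds plus 3 SD, cut at about 24% in these data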;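 further: 0% = enzyme with DMSO and 100% = wells lacking PAFAH1B2; many of its hits are not listed in these tables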
pPAFAH FP inh: pPAFAH enzyme inhibitors, primary screen, biochemical, fluorescence polarization, human | 330,000 compounds, 1.5% hits | inhibition, % at 3.39 µM | Platelet-activating factor acetylhydrolase (Homo sapiens), Q13093 | recombinant pPAFAH, FP-rhodamine probe fluorescence polarization;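 active means inhibition above the mean inhibition across the screen plus 3 SD, cut at about 25% in these data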;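 further: inhibitors block binding of the rhodamine activity-based probe so polarization drops; 0% = enzyme with DMSO and 100% = wells lacking pPAFAH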
PME-1 primary: PME-1 inhibitors via competitive probe labeling, primary screen, biochemical, fluorescence polarization, FP-Rh probe, HTS. AID 2130, 2009. recombinant PME-1. Protein phosphatase methylesterase 1 (Homo sapiens), Q9Y570. inhibition, % at 5.9 µM. 320,000 compounds, 0.53% hits;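 active means inhibition above the campaign mean of all compounds plus 3 SD, cut at about 26% in these data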;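 further: competitive labeling of PME-1 active site by serine hydrolase directed probe; 0% = PME-1 with DMSO and 100% = wells lacking PME-1 enzyme; inhibitors block probe labeling so polarization falls and inhibition rises; many of its hits are not listed in these tables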
Active calls of the source: *; · = not tested or not shown. These rows are one share of the data; the hit share may differ from the screen's.

SMILES	PAFAH2 FP inh	Fam108B counter	GSTO1 counter	PAFAH1B3 inh	PAFAH1B2 inh	PAD4 FP inh	pPAFAH FP inh	PME-1 primary	LYPLA1 counter
COC(=O)C1=C(N)OC2=C(C(=O)CC(C)(C)C2)C1c1ccccc1OC (stereo not drawn)	-2.7	-2.5	2.7	-7.0	-2.6	-3.3	-3.3	-4.2	-3.5
CCn1c(=O)c([N+](=O)[O-])c(NCC2CCCO2)c2ccccc21 (stereo not drawn)	4.9	-0.6	7.3	4.8	0.0	-3.1	4.3	2.6	-0.7
Cc1cc(C(=O)Nc2c(C)nn(Cc3ccc(Cl)cc3)c2C)no1	4.9	3.4	-3.5	2.5	6.0	0.5	-2.6	-1.8	-0.1
CC(=O)N1CCC(N(CCN2CCOCC2)C(=S)Nc2ccc(C)cc2)CC1	-5.3	0.7	0.2	2.7	-0.9	-8.3	-6.1	-11.9	0.6
CC(C(=O)NCC1CCCCC1)N1CCN(S(=O)(=O)c2ccccc2F)CC1 (stereo not drawn)	-5.1	1.0	-0.9	0.9	0.3	-1.4	5.1	5.2	-2.0
CCN(CC(=O)Nc1cccc(OC)c1)C(=O)C1CCN(C(=O)Nc2ccccc2)CC1	-0.3	4.1	5.8	4.1	5.3	-3.7	2.6	0.1	1.5
O=CN1CCN(c2c([N+](=O)[O-])c(=O)oc3ccccc23)CC1	-3.0	-0.8	1.0	12.8	-0.4	2.0	-1.6	4.2	-2.5
O=C(Cc1ccc(Cl)cc1)OCC(=O)N1CCCCCC1	2.8	·	·	7.1	21.4	-1.0	4.3	·	·
O=C(COC(=O)c1n[nH]c2ccccc12)NC1CCCCC1	79.6*	·	·	2.8	-9.4	-2.8	-10.8	·	·
O=C(NC1(C(F)(F)F)NC(=O)N(CC2CCCCC2)C1=O)c1ccco1 (stereo not drawn)	13.9	-6.8	9.4	0.2	3.7	-2.1	1.8	-0.3	-2.0
O=C(NCCc1ccccc1)C1CCCN1S(=O)(=O)c1ccc(Cl)cc1 (stereo not drawn)	-1.4	-0.9	0.7	7.3	5.0	5.1	5.7	-5.7	5.3
CC(C)(C)NCCOc1ccc(Br)cc1	1.9	0.4	0.8	0.8	0.9	-0.5	1.6	-0.8	5.1
CCCCOCCCNC(=O)c1ccccc1OCC	-4.6	0.4	11.3	4.5	3.8	-2.8	6.4	0.6	0.0
Cc1ccccc1OCC(O)Cn1c(SC(C)C)nc2c1c(=O)[nH]c(=O)n2C (stereo not drawn)	0.5	1.0	2.4	3.1	8.0	0.8	-0.1	9.1	-1.8
CCOC(=O)c1cccc(NC(=O)CN2C(=O)C3C4C=CC(C4)C3C2=O)c1 (stereo not drawn)	-3.0	-1.6	-4.2	-4.3	1.3	1.6	1.5	-1.6	2.6
COc1ccc(NC(C)=O)cc1NC(=O)CN1CCN(CC(=O)Nc2ccc(Cl)cc2)CC1	3.6	2.1	2.5	-6.2	5.3	-0.9	5.0	1.0	-1.4
COCCn1c(N)c(N(Cc2ccccc2)C(=O)COc2ccccc2F)c(=O)[nH]c1=O	2.7	·	·	5.0	4.6	0.0	3.4	-3.7	-1.4
CC1CC(C)CN(C(=O)COC(=O)CNC(=O)C23CC4CC(CC(C4)C2)C3)C1 (stereo not drawn)	0.0	3.5	-3.4	6.5	14.1	-5.8	-1.9	-7.9	2.3
Cc1cccc(OCC(=O)Nc2ccc3c4c(cccc24)CC3)c1C	5.3	4.0	2.5	1.0	-5.7	-1.1	0.2	1.2	-1.1
Cc1ccc(NC(=O)CN2C(=O)S/C(=C\C(=O)Nc3ccc(Cl)cc3)C2=O)cc1	-11.6	-5.0	1.9	0.0	-4.0	2.3	0.6	-13.6	-1.0
N#CCC(=O)N/N=C\c1cccc(OC/C=C/c2ccccc2)c1	-10.5	-8.0	-10.8	3.5	2.7	1.4	15.8	14.5	-7.5
Cc1cc(=O)[nH]c(SCCOc2ccc3c(c2)CCC3)n1	2.9	1.5	-1.2	10.1	3.7	2.9	6.5	3.7	0.2
COc1ccc(C2SCC(=O)N2C)cc1 (stereo not drawn)	4.2	-0.8	-2.7	4.6	3.5	4.0	9.5	-0.9	-1.5
CCn1c(SCC(=O)Nc2ccc(N(C)C)cc2)nnc1-c1cccc(C)c1	-2.1	0.8	-7.1	0.7	-0.4	3.2	2.8	2.0	0.5
CC1CCc2c(sc(NC(=O)COC(=O)c3ccc(NC(=O)CC#N)cc3)c2C#N)C1 (stereo not drawn)	-9.4	-12.9	-32.5	-14.3	-13.0	-5.8	3.8	-22.1	-27.2
COc1c(C)cc(Br)cc1C(=O)Nc1ccc(N2CCN(S(C)(=O)=O)CC2)cc1	4.0	-1.0	2.4	6.6	3.3	2.6	1.2	0.8	-0.4
N=C(N)SCCN	-1.0	3.7	-1.0	-0.5	1.0	-5.2	1.4	3.0	-1.1
COC(=O)c1ccc(C2C(Oc3ccc(OC)cc3)C(=O)N2CCc2ccc(OC)c(OC)c2)cc1 (stereo not drawn)	-4.9	0.0	5.0	8.0	2.7	-4.7	3.8	3.9	1.9
COCCCNC(=O)C(=O)Nc1ccc2c(c1)N(S(=O)(=O)c1cccs1)CCC2	5.1	4.1	2.3	1.0	2.8	-1.2	2.0	-1.4	-1.7
Cc1cccc(C)c1NC(=O)CN1C(=O)S/C(=C\c2cccn2-c2cccc(C(=O)O)c2)C1=O	12.2	-1.2	16.9	2.5	2.8	-1.9	2.2	-2.2	2.0
O=S(=O)(NC(=S)Nc1ccccc1)c1ccc(F)cc1	-4.0	5.1	6.4	4.5	0.1	-1.6	-4.0	-1.6	1.5
Cc1c(N=C2N=C(NC(=O)c3ccc(F)cc3)c3ccccc32)c(=O)n(-c2ccccc2)n1C	3.9	1.3	11.5	-2.9	-2.5	-1.4	11.0	5.5	5.3
CN(Cc1ccccc1)C(=O)COC(=O)c1cncc(Br)c1	4.9	-0.6	-1.0	6.5	0.6	-1.6	-4.7	-1.6	0.4
O=C(O)c1ccc(/C=N/NC(=O)c2ccc(NS(=O)(=O)c3cccs3)cc2)cc1	-2.7	-2.4	0.8	11.4	-2.0	-6.4	2.3	-9.2	-5.6
CC(C)C[C@H](NC(=O)Nc1cccc(Cl)c1)C(=O)O	-4.2	3.9	-5.2	10.5	2.5	-3.9	4.3	4.0	3.7
CCc1cccc(NC(=O)Cc2cn(C)c3ccccc23)c1	-0.5	1.1	1.1	1.8	4.8	2.8	3.8	8.0	-3.7
CCN1C(=O)[C@@H]2Cc3c([nH]c4ccccc34)C(c3ccc(OC)cc3)N2C1=S (stereo partly drawn)	0.4	-3.8	-2.1	9.6	0.5	-7.7	0.7	9.0	-5.2
C#CCOCCOCCOCCNc1nc(N2CCN(C(=O)CCCCCCCCCCNC(=O)Cn3cc(C[C@@H](C)O)nn3)CC2)nc(N2CCN(C(=O)CCCCCCCCCCNC(=O)[C@@H](CCSC)n3cc(CCO)nn3)CC2)n1	-11.1	-30.1	-27.3	-15.0	-7.3	3.9	22.8	-42.7	-16.4
CCN(CC)C(=O)c1nc[nH]c1C(=O)N1CCc2ccccc2C1	3.1	·	·	7.6	7.2	2.7	2.8	-2.2	3.2
COC(=O)c1ccc(C23CC4(C2)[C@H](CN(Cc2ccc(-c5ccccc5)cc2)[C@@H]4c2ccccc2)C3c2ccc(C(F)(F)F)cc2)cc1 (stereo partly drawn)	·	-3.1	1.6	·	·	-1.2	1.9	-3.5	-2.6
COc1c(Cl)ccc(Cl)c1C(=O)NC(=O)Nc1nc(C)cc(C)n1	-4.3	1.9	5.8	3.0	0.0	-0.3	3.0	-8.0	-4.2
COCCN(C(=O)CCC(=O)Nc1cc(C)on1)C(C(=O)NC(C)(C)C)c1cccc(OC)c1OC (stereo not drawn)	-10.4	3.1	7.7	0.8	0.7	-1.4	-1.0	-1.9	1.4
Cc1nc(-c2ccc(NC(=O)c3ccccc3Br)cc2)cs1	-2.6	5.6	-29.4	10.5	-1.0	-0.2	-3.6	5.2	2.1
COc1ccc(S(=O)(=O)NCCc2ccncc2)cc1	9.5	-1.3	-3.6	4.0	0.4	-5.2	-2.1	-1.5	1.9
Clc1ccc(-c2cn3cc(Cl)ccc3n2)cc1	-0.2	-7.5	-4.6	3.9	0.8	1.3	1.1	-1.9	-3.2
COc1ccc(OC)c(N(CC(=O)N2CCN(c3cc(Cl)ccc3C)CC2)S(C)(=O)=O)c1	5.4	3.5	1.4	4.0	5.8	0.3	5.6	-1.3	0.3
CCOC(=O)c1c(NC(=O)COC(=O)c2nc(Cl)ccc2Cl)sc(C(=O)NC)c1C	-4.1	-2.5	0.9	2.8	7.2	-2.5	13.3	-0.4	4.1
COc1cc2ncnc(NCCc3ccccc3)c2cc1OC	-2.3	0.1	-2.5	2.6	2.5	3.5	4.6	3.6	-1.8
CCOC(=O)c1ccc(NC(=S)Nc2ccc(Cl)cn2)cc1	-4.0	-2.9	2.8	0.3	0.8	-3.0	1.5	-1.3	-0.5
S=c1[nH]nc(-c2ccc3ccccc3n2)n1-c1ccc(Cl)cc1	-3.1	0.6	-2.6	9.8	1.8	3.3	5.1	4.6	0.3
NC(=O)c1ccc(NC(=O)CN2CCOCC2)cc1	-2.7	-2.4	4.4	10.3	5.8	1.1	5.8	-5.0	0.9
CC(C)c1nnc(NC(=O)CCN2C(=O)c3ccccc3C2=O)s1	0.4	-1.5	-3.2	5.8	-8.8	4.3	2.0	0.6	2.2
CCCCCc1nc2c(C#N)c(-c3ccc(Cl)cc3)ccn2n1	1.0	0.9	-1.1	9.8	5.7	-0.2	2.0	1.6	5.3
O=C(O)CSc1nnnn1C1CCCCC1	5.7	-2.3	1.2	0.1	9.1	-2.2	5.0	-2.2	-0.3
O=C(COc1ccc(Cl)cc1)N(Cc1cccs1)C1CCS(=O)(=O)C1 (stereo not drawn)	-7.3	0.6	2.9	-1.8	4.2	2.3	4.7	-1.8	-4.4
COCCSc1nnc(NC(=O)c2ccc(NC(C)=O)cc2)s1	0.9	0.1	9.8	4.1	5.3	0.3	1.4	6.4	0.0
O=C1c2ccccc2CN1CCNS(=O)(=O)c1ccc2ccccc2c1	0.5	3.2	1.8	14.9	11.2	-7.6	0.3	4.8	-0.7
